mIDH1 inhibitor: inhibitors of human mutant IDH1 R132H. O75874. 390,000 compounds, 0.093% hits. IDH1-R132H enzyme, NADPH consumption, diaphorase/resazurin fluorescence. Potency, µM (titrated, usually from 76.6 µM), for the others: at the highest dose activity change, negative = inhibition, hits mostly inhibitors; further: on the % scale 0 is the no-effect control and ±100 the full control effect; nearly all actives have a fitted effect of over 65% in size
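IDH1-R132H (0.5 ug/mL) preincubated 30 min with compound, then NADPH (0.016 mM) and alpha-KG (2 mM) added; 80 min at RT, pH 7.5. Remaining NADPH coupled via diaphorase/resazurin to fluorescence (540/590 nm); concentration-response curves normalized to no-enzyme control.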
rTrxR1 inhibitor: blocks rat thioredoxin reductase 1. recombinant rTrxR1, NADPH fluorescence consumption, selenite substrate. AID 588453. 390,000 compounds, 1% hits. Potency, µM (highest dose often 114 µM), for inactives: at the top dose activity change, negative = inhibition, actives largely listed as inhibitors. O89049; further: on the % scale 0 is the no-effect control and ±100 the full control effect; nearly all actives have a fitted effect of over 65% in size
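Rat TrxR1 (90 nM in the dispensed reagent) was pre-reduced with 400 uM NADPH for 5 min at room temperature, then incubated with compound for 15 min. After 400 uM selenite was added, NADPH fluorescence (Ex 340/Em 450 nm) was followed for 8 min.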
USP1 inh: blocks the human USP1/UAF1 deubiquitinase complex. recombinant USP1/UAF1, Ub-Rhodamine cleavage fluorescence. Potency, µM (titrated, usually from 57.1 µM), inactives show at the top dose activity change, negative = inhibition, most hits filed as inhibitors. 390,000 compounds, 0.23% hits; further: on the % scale 0 is the no-effect control and ±100 the full control effect; nearly all actives have a fitted effect of over 60% in size; inactives centre near -12
Target sequence (O94782 whole entry, looked up): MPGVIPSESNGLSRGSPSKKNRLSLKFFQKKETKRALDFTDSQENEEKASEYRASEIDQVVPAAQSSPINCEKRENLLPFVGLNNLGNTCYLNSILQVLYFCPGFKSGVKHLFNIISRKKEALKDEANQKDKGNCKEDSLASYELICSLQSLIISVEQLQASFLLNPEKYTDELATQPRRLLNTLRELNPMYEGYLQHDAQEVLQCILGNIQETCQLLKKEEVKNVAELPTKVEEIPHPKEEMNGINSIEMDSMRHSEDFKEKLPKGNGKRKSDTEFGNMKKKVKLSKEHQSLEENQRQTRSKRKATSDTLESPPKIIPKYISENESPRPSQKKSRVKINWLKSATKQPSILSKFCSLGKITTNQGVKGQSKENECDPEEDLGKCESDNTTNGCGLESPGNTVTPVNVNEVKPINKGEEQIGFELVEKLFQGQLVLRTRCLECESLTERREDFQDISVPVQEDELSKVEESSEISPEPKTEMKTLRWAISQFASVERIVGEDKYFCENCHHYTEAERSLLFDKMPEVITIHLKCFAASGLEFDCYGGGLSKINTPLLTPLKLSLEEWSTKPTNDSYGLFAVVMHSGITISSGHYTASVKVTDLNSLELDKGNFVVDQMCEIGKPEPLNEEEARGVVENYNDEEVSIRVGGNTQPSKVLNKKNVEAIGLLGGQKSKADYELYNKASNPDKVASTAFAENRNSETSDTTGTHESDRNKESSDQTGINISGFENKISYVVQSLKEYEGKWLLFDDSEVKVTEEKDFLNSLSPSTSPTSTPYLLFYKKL
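In this screen, compounds sit with the deubiquitinase complex (1nM) for 15 min at room temperature before Ub-Rho is added at 150nM final. Fluorescence rise is then followed for 6 reads every 60 seconds.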
Vif-APOBEC3F blk: inhibitors of Vif-A3F interaction | Potency, µM (highest dose often 46.1 µM), without a hit: at the top dose activity, negative = active | 390,000 compounds, 0.2% hits | AID 602313 | HeLa A3F-eYFP + Vif (tagged APOBEC3F with the HIV-1 protein that degrades it), YFP fluorescence increase; further: % of control where 0% means no effect; nearly all actives have a fitted effect of over 65% in size
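HeLa cells stably expressing A3F-eYFP plus Vif, plated and incubated overnight at 37 deg C, then exposed to compounds overnight at 37 deg C. Blocked degradation read as raised yellow fluorescence (Ex 488/Em 500-530).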
RGS4 inhibitor: human RGS4 inhibition; P49798; Transcreener GDP fluorescence polarization, RGS4-accelerated GTP hydrolysis; Potency, µM (doses to about 114 µM), for inactives: top-dose activity change, negative = inhibition, most hits filed as inhibitors; 390,000 compounds, 0.039% hits; further: on the % scale 0 is the no-effect control and ±100 the full control effect; nearly all actives have a fitted effect of over 75% in size; some results filed as inactive show a strong effect at the top dose
Target sequence (P49798 whole entry, looked up): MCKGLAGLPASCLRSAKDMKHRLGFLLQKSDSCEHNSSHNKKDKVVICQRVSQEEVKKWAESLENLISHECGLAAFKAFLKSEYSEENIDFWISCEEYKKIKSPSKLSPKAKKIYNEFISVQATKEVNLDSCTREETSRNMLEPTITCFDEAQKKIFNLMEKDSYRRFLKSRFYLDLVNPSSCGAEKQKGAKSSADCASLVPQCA
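MLSMR compounds (23 nl, pin-transferred) preincubated 10 min at room temperature with a 500nM (2x) first reagent, then RGS4 at 900nM (2x) plus Transcreener GDP mix added; fluorescence polarization (620/688 nm) read before and after 90 min at 30 °C.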
TrxR1 substrate: substrates of rat thioredoxin reductase 1; AID 588456; purified TrxR1 substrate turnover, NADPH consumption readout; Potency, µM (highest dose often 114 µM), for the others: at the highest dose activity change, negative = substrate turnover; O89049; 390,000 compounds, 0.01% hits; further: on the % scale 0 is the no-effect control and ±100 the full control effect; nearly all actives have a fitted effect of over 50% in size
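Rat TrxR1, dispensed at 90 nM, was prereduced with 400 uM NADPH (final) for 5 min at ~22 deg C, then incubated with compound 15 min before 400 uM selenite. A first-read NADPH fluorescence drop versus no-compound background flagged substrates.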
ALOX12 inh: blocks human arachidonate 12S-lipoxygenase; purified 12hLO, xylenol orange hydroperoxide absorbance; P18054; 580,000 compounds, 1.1% hits; Potency, µM (top dose mostly 108 µM), for the others: at the highest dose activity change, negative = inhibition, actives largely listed as inhibitors; further: on the % scale 0 is the no-effect control and ±100 the full control effect
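Purified human 12hLO at 150 nM in 25 mM Hepes, 0.01% Triton X-100, pH 7.0, preincubated 15 min at room temperature with compound. Reaction started with 40 uM arachidonic acid, 30 min at room temperature. Hydroperoxide measured by Fe-xylenol orange, 573/405 nm absorbance ratio.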
RXFP1 agonist: agonists of human relaxin receptor RXFP1; Q9HBX9; HEK293T-RXFP1 cAMP TR-FRET, 30 min; response scale: percent of porcine relaxin response, buffer zero; Potency, µM (highest dose often 57.5 µM), without a hit: at the top dose activation, actives largely listed as activators; 370,000 compounds, 0.3% hits; further: on the % scale 0 is the no-effect control and ±100 the full control effect; nearly all actives have a fitted effect of over 60% in size; many of its hits are not listed in these tables
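HEK293T cells stably expressing RXFP1 were pretreated with the PDE4 inhibitor Ro 20174, exposed to compounds for 30 min at 37C, lysed, and cAMP was read by TR-FRET. Data normalized to buffer (basal) and 29 nM porcine relaxin (100%).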
Vif-A3G inh: blocks the Vif interaction with human APOBEC3G; Q9HC16; HeLa A3G-eYFP + Vif (tagged APOBEC3G with the HIV-1 protein that degrades it), YFP fluorescence, overnight; Potency, µM (highest dose often 46.1 µM), for the others: at the highest dose activity, negative = active, usual class: inhibitors; 410,000 compounds, 0.076% hits; AID 602310;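 further: on the % scale 0 is the no-effect control and ±100 the full control effect; nearly all actives have a fitted effect of over 60% in size; hits raise eYFP signal because A3G escapes Vif-driven loss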
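HeLa cells stably expressing Vif and C-terminally eYFP-tagged A3G, seeded overnight at 37 deg C, then exposed to compound by pintool overnight at 37 deg C. Rise in yellow fluorescence (Ex 488/Em 500-530, Acumen) marks blocked Vif-driven A3G degradation.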
* hit, by the source's call; ? = inconclusive; nt = no result given; [ ] = dose if it differs, or a comment. The call rests on the fitted dose curve; in most records, active means well fitted curve in the direction sought with a large enough effect; inconclusive means small, poorly fitted or top-dose-only effect, or another doubt; inactive means no such curve, though single readings can be large; an effect the other way counts as inactive or inconclusive. Potency means the concentration at half of the fitted maximal effect.

entry	Molecule	rTrxR1 inhibitor	mIDH1 inhibitor	USP1 inh	ALOX12 inh	RGS4 inhibitor	TrxR1 substrate	Vif-A3G inh	Vif-APOBEC3F blk	RXFP1 agonist
1	Cc1ccc(S(=O)(=O)NC(=O)NCc2ccco2)cc1	-14%	0%	-11%	5%	10%	-7%	-1%	-7%	nt
2	O=C(O)COc1ccccc1/C=N/NC(=O)CSc1nnc(SCc2ccccc2)s1	-3%	-8%	-8%	-22%	23%	-5%	-9%	-11%	3.5%
3	COc1ccc(CCNC(=O)c2cc3c(=O)[nH]c4ccc(C)cc4c3s2)cc1OC	-5%	-1%	-6%	-10%	-13%	-3%	-3%	0%	-0.7%
4	CCOC(=O)c1c(C)[nH]c(C)c1S(=O)(=O)NCC(=O)Nc1cccc(SC)c1	2%[57.1 µM]	0%	-23%	-19%	6%	-5%[57.1 µM]	-1%	-11%	-1.0%
5	Cc1cccn2c(CN(C)C3CCOC3)c(C(=O)N3CCCCC3)nc12 (stereo not drawn)	0%	0%	-13%	3%	5%	-4%	9%	4%	1.1%
6	O=C(OCC(=O)N1CCCCCC1)c1ccc(S(=O)(=O)N2CCOCC2)cc1	2%[57.1 µM]	1%	-7%	1%	-23%	8%[57.1 µM]	-2%	-8%	0.9%
7	COc1ccc(-n2c(SCC(=O)N3CCC(C)CC3)nc3c([nH]c4ccccc43)c2=O)cc1	28%[57.1 µM]	-8%	-20%	-19%	-1%	2%[57.1 µM]	-3%	1%	2.0%
8	CCCCCCN1C[C@H](n2cc(COC(=O)c3ccccc3)nn2)[C@@H](O)C[C@@H]1c1ccc(C)cc1	nt	9%	?	-26%	nt	nt	-6%	6%	nt
9	CCOC(=O)c1sc(Nc2nc(C)cc(C)n2)nc1C	-8%	3%	3%	-54%	16%	-9%	?	-1%	5.9%
10	COc1ccc2cc(C(=O)Nc3ccccc3)sc(=O)c2c1OC	-14%	-2%	-1%	-6%	-2%	-7%	0%	-1%	2.3%

Given in transposed form: 5 of the compounds above
4) CCOC(=O)c1c(C)[nH]c(C)c1S(=O)(=O)NCC(=O)Nc1cccc(SC)c1
5) Cc1cccn2c(CN(C)C3CCOC3)c(C(=O)N3CCCCC3)nc12 (stereo not drawn)
6) O=C(OCC(=O)N1CCCCCC1)c1ccc(S(=O)(=O)N2CCOCC2)cc1
7) COc1ccc(-n2c(SCC(=O)N3CCC(C)CC3)nc3c([nH]c4ccccc43)c2=O)cc1
8) CCCCCCN1C[C@H](n2cc(COC(=O)c3ccccc3)nn2)[C@@H](O)C[C@@H]1c1ccc(C)cc1

| Assay by compound | 4 | 5 | 6 | 7 | 8 |
| --- | --- | --- | --- | --- | --- |
| rTrxR1 inhibitor | 2%[57.1 µM] | 0% | 2%[57.1 µM] | 28%[57.1 µM] | nt |
| mIDH1 inhibitor | 0% | 0% | 1% | -8% | 9% |
| USP1 inh | -23% | -13% | -7% | -20% | ? |
| ALOX12 inh | -19% | 3% | 1% | -19% | -26% |
| RGS4 inhibitor | 6% | 5% | -23% | -1% | nt |
| TrxR1 substrate | -5%[57.1 µM] | -4% | 8%[57.1 µM] | 2%[57.1 µM] | nt |
| Vif-A3G inh | -1% | 9% | -2% | -3% | -6% |
| Vif-APOBEC3F blk | -11% | 4% | -8% | 1% | 6% |
| RXFP1 agonist | -1.0% | 1.1% | 0.9% | 2.0% | nt |

More entries.
entry	Molecule	rTrxR1 inhibitor	mIDH1 inhibitor	USP1 inh	ALOX12 inh	RGS4 inhibitor	TrxR1 substrate	Vif-A3G inh	Vif-APOBEC3F blk	RXFP1 agonist
11	O=C1c2ccccc2COc2ccc(O)cc21	?	5%	-16%	-20%	-2%	3%	-7%	19%	1.4%
12	N#C/C(=C\N1CCN(Cc2ccc3c(c2)OCO3)CC1)c1nc2ccccc2s1	?	4%	32µM*	-9%	1%	-4%[57.1 µM]	?	28µM*	0.1%
13	COc1cccc(NC(=O)CC2SC(=Nc3ccccc3)NC2=O)c1 (stereo not drawn)	12%	2%	-19%	8%	-50%	5%	-1%	1%	-0.1%
14	O=C(CSc1nnc(NC(=O)Nc2ccccc2)s1)Nc1cccc(F)c1	24%[57.1 µM]	-11%	?	-24%	17%	-1%[57.1 µM]	7%	-6%	-0.3%
15	COc1ccccc1C(=O)Nc1nc(C)cc(C)n1	20%[57.1 µM]	3%	10%	6%	-12%	3%[57.1 µM]	0%	-10%	nt
16	O=[N+]([O-])c1ccc2nc(NS(=O)(=O)c3ccccc3[N+](=O)[O-])sc2c1	7%	-13%	-21%	-14%	1%	-6%	-1%	9%	2.5%
17	Cc1nc2ccc(S(=O)(=O)CCC(=O)Nc3ccc(C)c(C)c3)cc2s1	-3%	9%	?	-22%	19%	-8%	4%	0%	0.1%
18	C/C(=N/O)c1ccc(Oc2cnccn2)cc1	13%[57.1 µM]	-5%	-1%	-1%	18%	7%[57.1 µM]	-1%	5%	2.7%
19	CCOC(=O)c1c(NC(=S)NC)sc2c1CCCC2	20%[2.29 µM]	-2%	-30%	?	-28%	12%[2.29 µM]	-9%	2%	6.4%
20	CC1CCCCN1CC(=O)Nc1ccc(N2CCCCCC2)cc1 (stereo not drawn)	12%[57.1 µM]	6%	-6%	?	-24%	10%[57.1 µM]	1%	8%	-1.0%
21	Cc1ccccc1OCCN1CCCC1	14%	4%	-15%	0%	-12%	0%	2%	0%	-1.8%
22	CCc1ccc(-c2[nH]nc3nc(-c4ccc(OC)cc4)cc(C(=O)NCCc4ccc(OC)c(OC)c4)c23)cc1	14%[57.1 µM]	6%	-11%	-2%	4%	15%[57.1 µM]	?	-7%	6.4%
23	COc1ccc2[nH]c(=O)c(CN(CCCN(C)C)C(=O)Nc3ccccc3)cc2c1	12%	2%	-2%	-16%	-18%	27%	1%	-7%	1.5%
24	Cc1cccc(NC(=O)C2CCN(C(=O)NC3CCCCC3)CC2)c1	11%	-8%	-4%	14%	5%	9%[0.0914 µM]	-6%	17%	-0.3%
25	O=c1c2cc(Cl)ccc2nc(-c2ccccc2)n1O	-6%[57.1 µM]	1%	-19%	-3%	6%	-5%[57.1 µM]	2%	2%	-2.1%
26	COC(=O)C1=C(C)N=C2SC(C)C(=O)N2C1/C=C/c1ccccc1OC (stereo not drawn)	-22%	2%	-13%	0%	-26%	-3%	-5%	6%	1.7%
27	CSCCC(NS(=O)(=O)c1ccc(C)cc1)C(=O)N1CCN(C(C)=O)CC1 (stereo not drawn)	14%	-2%	-8%	-9%	4%	6%	3%	?	-0.1%
28	O=C(COC(=O)Cc1ccsc1)NCC12CC3CC(CC(C3)C1)C2	2%[57.1 µM]	12%	-13%	-20%	-17%	4%[57.1 µM]	1%	-12%	0.2%
29	CCCCCn1c(=O)c(C(=O)OCC)c(Cl)c2ccccc21	18%[57.1 µM]	7%	-24%	?	-8%	9%[57.1 µM]	-6%	-2%	6.3%
30	CC(=O)NC(Cc1ccccc1C)C(=O)NC1CCN(C(=O)NCc2ccccc2)CC1 (stereo not drawn)	23%[57.1 µM]	9%	-20%	2%	0%	-12%[57.1 µM]	0%	8%	-0.3%
31	Cc1ccc(S(=O)(=O)N[C@@H](CC(C)C)C(=O)NCc2ccco2)cc1	9%	1%	-15%	-20%	-34%	7%	3%	-11%	0.5%
32	CC(C)n1c(SCC(=O)N2CCN(C)CC2)nc2c1c(=O)n(C)c(=O)n2C	17%	-2%	1%	?	31%	1%	1%	0%	1.5%
33	Cc1ccccc1C(=O)NC(CC(C)C)C(=O)Nc1ccc(F)c([N+](=O)[O-])c1 (stereo not drawn)	-11%[57.1 µM]	7%	5%	15%	34%	-1%[57.1 µM]	-6%	1%	3.0%
34	Cc1ccc(S(=O)(=O)c2nc(Nc3nccs3)sc2Cl)cc1	3%	-1%	-7%	12%	-4%[56.9 µM]	2%	4%	-12%	-0.1%
35	O=[N+]([O-])c1ccc(CS(=O)(=O)c2ccc(Cl)cc2)cc1	-11%	0%	-16%	0%	7%	-13%	-11%	-17%	4.1%
36	COC(=O)c1cccc(NC(=O)CSc2nnc(C)n2Cc2ccccc2)c1	-2%[57.1 µM]	-6%	-1%	0%	-11%	-2%[57.1 µM]	1%	-2%	0.9%
37	O=C(O)c1ccc(O)cc1O	34%	-5%	-17%	-10%	-1%	8%	-2%	2%	-0.1%
38	COc1cc(Cl)c(C)cc1NC(=O)CNC(=O)Cn1cnc2ccccc2c1=O	18%	0%	-16%	-1%	15%	7%	0%	-13%	-0.2%
39	CCOC(=O)Nc1ccc(C(=O)Oc2ccccc2)c(O)c1	28%	0%	-17%	?	5%	-1%[57.1 µM]	-7%	-12%	0.7%
40	O=C(N/N=C/c1ccc(O)c([N+](=O)[O-])c1)c1ccncc1	-22%	5%	-12%	0%	11%	-24%	-1%	3%	1.5%

Screens deposited in PubChem BioAssay by National Center for Advancing Translational Sciences (NCATS).

An excerpt, so the mix of outcomes need not match the whole.
